Lamin A splicing = changes lamin A minigene splicing in HeLa cells | HeLa LMNA splicing GFP/RFP minigene ratio, 48 h | Potency, µM (series often up to 46.1 µM), for the others: top-dose ratio change, negative = inhibition, most hits filed as inhibitors | hit rate 0.01% among 200,000; active means well fitted inhibition curve with a large enough effect in the signal ratio, with a control signal flat, not every such curve was filed as active; inconclusive means small, poorly fitted or top-dose-only effect, or effect the other way, or a change in a side signal; the % refers to the signal ratio
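S3 HeLa cells stably expressing lamin A-EGFP splicing minigene plus DsRed2, 600 cells/well, 48 h compound exposure at 37C. Laser-scanning cytometry; analysed as GFP (500-530 nm)/RFP (575-640 nm) total intensity ratio; 0.5% DMSO vehicle.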
Tau fibril ThT = tau fibrillization inhibition (ThT binding); P10636; AID 1460; recombinant tau K18 P301L (four-repeat tau fragment), heparin-induced fibrillization, ThT fluorescence; hit rate 2.1% among 270,000; Potency, µM (titrated, usually from 57.4 µM), for inactives: at the top dose activity, negative = inhibition, usual class: inhibitors; active means well fitted inhibition curve with a large enough effect; inconclusive means small, poorly fitted or top-dose-only effect; further: nearly all actives have a fitted effect of over 55% in size
Target sequence (P10636 561-689 P618L limits assumed): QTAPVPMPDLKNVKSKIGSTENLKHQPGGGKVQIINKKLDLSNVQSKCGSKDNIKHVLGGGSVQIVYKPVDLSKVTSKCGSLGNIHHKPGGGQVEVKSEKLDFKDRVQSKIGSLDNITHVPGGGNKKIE
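Heparin-induced (20 uM) aggregation of recombinant human K18 P301L tau, 15 uM unlabeled with 0.24 uM labeled, pH 7 acetate buffer, 6 hr at 37 C with compound. Fibrils quantified by 30 uM ThT fluorescence after 1 hr ambient incubation.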
* = called active by the depositor; u = inconclusive; [ ] = dose if it differs, or a comment. On the % scale 0 is the no-effect control and ±100 the full control effect; potency means the concentration at half of the fitted maximal effect. Not all compounds are listed, so the mix of outcomes need not match the whole.

SMILES	Lamin A splicing	Tau fibril ThT
O=C(CSc1nnc(-c2ccc(Cl)cc2)o1)Nc1ccc(F)cc1	17.1%[46 µM]	-1.3%
CCC(Oc1ccccc1)C(=O)Nc1ccc(OCc2cc(=O)n3ccccc3n2)cc1 (stereo not drawn)	u	5.9%
Cc1ccc(S(=O)(=O)NCC2CCC(C(=O)NCCc3ccc(Cl)cc3)CC2)cc1 (stereo not drawn)	-14.0%[46 µM]	-10.0%
COC(=O)c1scc(-c2ccc(C)cc2)c1S(=O)(=O)Nc1cccc(Cl)c1C	-15.8%[46 µM]	-9.3%
CN(C)CCCNC(=O)C(=O)NCC(c1ccc2c(c1)OCO2)N1CCOCC1 (stereo not drawn)	4.9%[46 µM]	12.9%
Nc1c(C(=O)NCc2ccc3c(c2)OCO3)nnn1CC(=O)Nc1ccc(Br)cc1	2.1%[46 µM]	5.5%
Cc1nc2ccn(Cc3ccco3)c(=O)c2cc1C(=O)N1CCN(c2ccc(F)cc2)CC1	u	-7.8%
COc1ccccc1CCNC(=O)C(=O)NCC(c1ccco1)S(=O)(=O)c1ccccc1 (stereo not drawn)	7.7%[46 µM]	-10.9%
Cc1ccc(CNC(=O)CN2C(=O)COc3ccccc32)cc1	-16.0%[46 µM]	6.3%
COC(=O)c1sc2cccc(F)c2c1S(=O)(=O)N1CCN(c2ccccc2OC)CC1	u	-6.0%
CCc1nc(SC)ncc1C(=O)NCc1cccc(Br)c1	7.5%[46 µM]	u
O=S(=O)(NCc1ccc(F)cc1)c1ccc2[nH]c3c(c2c1)CCCC3	u	-5.3%
COc1ccc(CNC(=O)Cn2ncc3c([nH]c4ccccc43)c2=O)cc1	11.7%[46 µM]	12.2%
CCN(Cc1nc(-c2ccc(OC)cc2)oc1C)S(=O)(=O)c1ccc(C)cc1	u	-13.5%
O=C(CNC(=O)c1ccccc1Cl)OCc1cc(=O)n2nc(C3CC3)sc2n1	8.6%[46 µM]	-9.4%

Quoted from the entries so far for reference:
SMILES	Lamin A splicing	Tau fibril ThT
CCC(Oc1ccccc1)C(=O)Nc1ccc(OCc2cc(=O)n3ccccc3n2)cc1 (stereo not drawn)	u	5.9%
Cc1ccc(S(=O)(=O)NCC2CCC(C(=O)NCCc3ccc(Cl)cc3)CC2)cc1 (stereo not drawn)	-14.0%[46 µM]	-10.0%
COC(=O)c1scc(-c2ccc(C)cc2)c1S(=O)(=O)Nc1cccc(Cl)c1C	-15.8%[46 µM]	-9.3%
CN(C)CCCNC(=O)C(=O)NCC(c1ccc2c(c1)OCO2)N1CCOCC1 (stereo not drawn)	4.9%[46 µM]	12.9%
Nc1c(C(=O)NCc2ccc3c(c2)OCO3)nnn1CC(=O)Nc1ccc(Br)cc1	2.1%[46 µM]	5.5%
Cc1nc2ccn(Cc3ccco3)c(=O)c2cc1C(=O)N1CCN(c2ccc(F)cc2)CC1	u	-7.8%
COc1ccccc1CCNC(=O)C(=O)NCC(c1ccco1)S(=O)(=O)c1ccccc1 (stereo not drawn)	7.7%[46 µM]	-10.9%
Cc1ccc(CNC(=O)CN2C(=O)COc3ccccc32)cc1	-16.0%[46 µM]	6.3%
COC(=O)c1sc2cccc(F)c2c1S(=O)(=O)N1CCN(c2ccccc2OC)CC1	u	-6.0%
CCc1nc(SC)ncc1C(=O)NCc1cccc(Br)c1	7.5%[46 µM]	u
O=S(=O)(NCc1ccc(F)cc1)c1ccc2[nH]c3c(c2c1)CCCC3	u	-5.3%
COc1ccc(CNC(=O)Cn2ncc3c([nH]c4ccccc43)c2=O)cc1	11.7%[46 µM]	12.2%

Further results.
SMILES	Lamin A splicing	Tau fibril ThT
O=C(CSc1nc2c([nH]c3ccccc32)c(=O)n1-c1ccc(Cl)cc1)NC1CCCCC1	u	3.5%
CCOC(=O)CNC(=O)Nc1cc(C(=O)NCc2ccc(C(C)C)cc2)ccc1N1CCCC1	u	1.9%
COc1ccc(-n2cc(-c3ccccc3)nc2SCC(=O)Nc2ccccc2)cc1Cl	-4.0%[46 µM]	-2.5%
O=C(CSc1nccn1Cc1ccccc1)Nc1ccc2c(c1)OCO2	3.2%[46 µM]	-0.1%
Cc1ccccc1NC(=O)CN1C(=O)C(C)(C)c2ccccc21	u	-1.2%
CC(=O)N(Cc1cccnc1)c1nc2c(C)cc(C)cc2s1	-3.3%[46 µM]	-5.0%
CCC(CC)C(=O)Nc1nnc(SCc2cc(=O)c3ccccc3[nH]2)s1	u	-4.4%
Cc1cccc(N(C)S(=O)(=O)c2cc3[nH]c(=O)c(=O)[nH]c3cc2C)c1	5.9%[46 µM]	0.9%
COc1ccc(S(=O)(=O)NCCc2csc(-c3cccc(F)c3)n2)cc1OC	5.3%[46 µM]	-0.5%
O=C1CCCc2cc(S(=O)(=O)N3CCCC(C(=O)NCc4ccc(Cl)cc4)C3)ccc2N1 (stereo not drawn)	-7.3%[46 µM]	-8.2%
O=C(Nc1cc(F)ccc1F)c1cc2nc(-c3ccco3)cc(C(F)(F)Cl)n2n1	8.5%[46 µM]	-9.8%
COc1ccc(NC(=O)CCNS(=O)(=O)c2ccc3c(c2)CCCC(=O)N3)cc1	4.8%[46 µM]	-3.2%
COc1ccc(Cn2ccc3nc(C)c(C(=O)NCc4cccc(OC)c4)cc3c2=O)cc1	u	-6.8%
Cc1cccc(OCC(=O)OCc2cc(=O)n3nc(C4CC4)sc3n2)c1	4.7%[46 µM]	-13.6%
COc1ccc(-c2nc(SCC(=O)NCCc3ccc(OC)c(OC)c3)n[nH]2)cc1	1.9%[46 µM]	u
COc1ccccc1C(=O)Nc1sc(Nc2ccccc2)nc1C(N)=O	u	3.16µM*
CN(Cc1ccccc1)C(=O)Cn1c(=O)c2cccn2c2ccc(F)cc21	2.1%[46 µM]	-7.1%
Cc1ccccc1CCNC(=O)c1ccc2c(c1)nc1n2CCOC1	-29.2%[46 µM]	u
CCCN1CCN(CCCNC(=O)Cn2c(-c3cccs3)cc3ccccc32)CC1	-3.9%[46 µM]	-5.3%
COc1cc2ncc3c(-c4ccc(C)cc4)nn(-c4ccc(F)cc4F)c3c2cc1OC	3.4%[46 µM]	-13.7%
Clc1cccc(-n2ncc3c(N4CCCCCC4)ncnc32)c1	-5.8%[46 µM]	-5.9%
COc1ccccc1N1CCN(c2ncnc3onc(-c4ccc(F)cc4)c23)CC1	5.1%[46 µM]	-11.0%
CCOc1ccc(C(=O)Nc2cccc(OCc3cc(=O)n4ccccc4n3)c2)cc1	u	2.4%
Cc1cccc(NC(=O)C(=O)NCC(c2cccnc2)N2CCN(Cc3ccccc3)CC2)c1 (stereo not drawn)	15.1%[46 µM]	4.4%
CCC(NC(=O)Nc1ccc(OC)c(OC)c1)c1c(-n2cccc2)sc2c1CCN(C)C2 (stereo not drawn)	2.8%[46 µM]	1.6%
COc1ccccc1CNC(=O)C(=O)NCC(c1cccnc1)N1CCN(c2ccccc2)CC1 (stereo not drawn)	-19.8%[46 µM]	-13.3%
Clc1ccc(C(c2ccccc2)c2c[nH]c3ccccc23)s1 (stereo not drawn)	17.1%[46 µM]	5.0%
Cc1ccc(NC(=O)Cn2c(=O)cc(-c3ccccc3)c3c(C)nn(C)c32)c(Cl)c1	u	6.2%
COc1ccc(CC(=O)NCC(c2ccc(N(C)C)cc2)N2CCOCC2)cc1OC (stereo not drawn)	-14.1%[46 µM]	u
Cc1nn(-c2ccc(N3CCCC3)nn2)c(C)c1CCC(=O)NCc1ccc(OC(C)C)cc1	-5.1%[46 µM]	-7.2%
CC(=O)c1cccc(NC(=O)CSc2nc3c(=O)n(C)c(=O)n(C)c3n2C)c1	16.1%[46 µM]	-1.5%
Cc1ccc2nc(NC(=O)CSc3nccn3Cc3ccccc3)sc2c1	-8.1%[46 µM]	-11.1%
COc1cccc(C(=O)Nc2ccc(-n3nncc3-c3ccccc3)cc2)c1OC	u	-9.9%
Cc1ccc(NC(=O)Cc2ccc(NC(=O)N3CCCCc4ccccc43)cc2)cc1Cl	u	5.5%
CCc1cc(=O)[nH]c(SCc2nc(-c3ccccc3C)no2)n1	-7.9%[46 µM]	u
Cc1cc(C)nc(-n2nc(C)c3c2N(Cc2ccccc2C)C(=O)CC3c2ccc(Cl)cc2)n1 (stereo not drawn)	3.8%[46 µM]	-12.6%
Cc1ccc2c(c1)CC(C)N2S(=O)(=O)c1nnc(NC(=O)C(C)C)s1 (stereo not drawn)	18.8%[46 µM]	u
CCOC(=O)c1c(C)[nH]c(C)c1S(=O)(=O)N1CCN(c2cccc(C(F)(F)F)c2)CC1	-4.9%[46 µM]	-11.7%
Cc1c(Cl)cccc1NC(=O)C(C)n1c(=O)cc(C)c2c(C)nn(-c3ccccc3)c21 (stereo not drawn)	0.7%[46 µM]	1.2%
O=C(NCCC1=CCCCC1)c1ccc2c(c1)ncn2-c1cccc(Cl)c1	-11.9%[46 µM]	-13.1%
CCCCn1c(-c2ccc(C)cc2)c(C)n2c3c(=O)n(C)c(=O)n(C)c3nc12	u	-8.3%
CCN1CCc2c(sc(-n3cccc3)c2C(C)NC(=O)Nc2ccc(Br)cc2)C1 (stereo not drawn)	u	-3.8%
CC(C)(C)OC(=O)N1CCC(c2c(C(=O)NCCN3CCOCC3)cnn2-c2ccc(F)cc2F)CC1	2.8%[46 µM]	-3.2%
Cc1ccc(CCNC(=O)c2ccc(CS(=O)(=O)c3ccc(Cl)cc3)o2)cc1	3.5%[46 µM]	-1.2%
Cc1cc(SCC(=O)NCc2ccc(Cl)cc2)nc(=O)[nH]1	u	-3.6%
O=C(c1ccc(Br)cc1)N(Cc1ccco1)c1ccccn1	u	2.0%
CCOc1ccc(-c2c(C)nn3c(C)c(C(=O)NCc4ccc(Cl)cc4)cnc23)cc1OCC	u	-8.9%
COc1ccc(CC(=O)N2CCc3cc(OC)c(OC)cc3C2COc2cc(C)cc(C)c2)cc1OC (stereo not drawn)	u	-8.5%
O=S(=O)(Nc1cccc(-c2ccc(N3CCCC3)nn2)c1)c1ccc(F)cc1F	u	u
Cn1c(=O)n(Cc2c(F)cccc2Cl)c(=O)c2c1nc1n2CCN1c1ccc(F)cc1	u	-8.2%
CC(=O)c1ccc(NC(=O)c2sc(-n3nc(C)c(Cc4ccc5c(c4)OCO5)c3C)nc2C)cc1	u	-3.3%
COC(=O)c1ccc2c(=O)n(CCCCCC(=O)NCc3ccc(Cl)cc3)c(=O)[nH]c2c1	-4.5%[46 µM]	-17.3%
CCC(Sc1nc2cc(OC)c(OC)cc2c(=O)n1Cc1ccc(Cl)cc1)C(=O)NCCOC (stereo not drawn)	16.4%[46 µM]	-0.4%
CCCCN(C)CCCNC(=O)C1CCN(S(=O)(=O)CC)CC1	-3.0%[46 µM]	5.9%
CCOc1ccc(NC(=O)C(=O)NCCc2sc(-c3ccc(C)cc3)nc2C)cc1	8.7%[46 µM]	u
COc1ccc(Cl)cc1NC(=O)c1cc2ccc3ccc(C)[nH]c3c2n1	-9.1%[46 µM]	4.3%
Oc1c(C(c2ccc(Cl)cc2Cl)N2CCCC2)sc2nc(-c3ccco3)nn12 (stereo not drawn)	u	-6.4%
CCOc1ccccc1NC(=O)CCn1cnnn1	7.4%[46 µM]	8.0%
CCC1CN(C(=O)N2CCC(C(=O)NCCc3cc(OC)ccc3OC)CC2)c2ccccc2O1 (stereo not drawn)	-5.2%[46 µM]	-8.8%
CCC(Oc1ccccc1)C(=O)Nc1cc(-c2cccc(C)c2)nn1-c1ccccc1 (stereo not drawn)	2.9%[46 µM]	-14.9%
New compounds follow:
SMILES	Lamin A splicing	Tau fibril ThT
COc1cccc2cc(-c3nc4sc5c(c4c(=O)[nH]3)CCC(C(C)(C)C)C5)c(=O)oc12 (stereo not drawn)	u	-9.6%
O=C(Cc1ccccc1)N(Cc1cccnc1)c1nc2ccc(Cl)cc2s1	-4.8%[46 µM]	-7.5%
Cc1cc(C)nc(-n2nc(C)c3c2NC(=O)CC3c2ccccc2OC(C)C)n1 (stereo not drawn)	12.9%[46 µM]	-9.4%
CCOc1ccc(-n2c(SCC(=O)N3CCCc4ccccc43)nc3c([nH]c4ccccc43)c2=O)cc1	u	-0.5%
COc1cccc(NC(=O)N(CCC(C)C)C2CCN(C(C)C)CC2)c1	-10.2%[46 µM]	10.6%
CC(C)COc1ccc(C(=O)N2CCN(CCc3ccncc3)CC2)cc1	4.8%[46 µM]	-4.2%
COc1cc(Nc2nc(SCC(=O)c3ccc(Br)cc3)nc3ccccc23)cc(OC)c1	u	u
CCOC(=O)c1cc(-c2ccccc2)n(CCC(=O)NCCc2ccc(C)cc2)c1C	-23.5%[46 µM]	-13.2%
O=C(CCC(=O)N1CC2CCCN2c2ccccc21)NCc1ccccc1Cl (stereo not drawn)	-11.2%[46 µM]	-12.5%
COc1ccccc1Nc1ncc2c(n1)CCN(CC(C)C)C2	u	-10.2%
Cc1cccc(S(=O)(=O)c2cn(Cc3ccccc3)c3cc(N4CCOCC4)c(F)cc3c2=O)c1	-14.9%[46 µM]	-7.9%
COc1ccc(-c2cc(C(C)=O)c(C)n2CCC(=O)Nc2ccc(C)c(Cl)c2)cc1	15.2%[46 µM]	6.8%
COc1ccc(OC)c(CNC(=O)c2ccc3nc(C(C)C)oc3c2)c1	12.4%[46 µM]	2.0%
Cc1cc(C)c(NC(=O)C(=O)NCC(c2cccnc2)N2CCN(c3ccccc3F)CC2)c(C)c1 (stereo not drawn)	-21.4%[46 µM]	0.2%
